Assay outcomes deposited in PubChem BioAssay by NMMLSC.
ABCB1 inh: inhibitors of human ABCB1 transporter, ABCG2 counter-screen. inhibition, % at 6.6 µM. actives 0.067% (n = 190,000). AID 1326. CCRF-Adr cells, JC-1 efflux, flow cytometry; in the data active = inhibition above about 40%;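 note: 0% = vehicle and 100% = reference inhibitor; higher value means more JC-1 retained so stronger ABCB1 efflux block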
RGS4-Gao reg: human RGS4-Galphao interaction regulation | Multiplexed bead flow cytometry, RGS4-Galphao binding; actives lie on both sides | binding response (% of control), % at 10 µM | actives 0.33% (n = 220,000); in the data active = binding response below about 49% or above about 150%; inactive = in between;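 note: fluorescent Galphao activated with aluminum fluoride binding bead-coupled RGS4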
RGS7-Gao reg: regulators of human RGS7-Galphao interaction | P09471 | Multiplexed bead flow cytometry, RGS7-Galphao binding; actives lie on both sides | binding response (% of control), % at 10 µM | actives 0.35% (n = 220,000) | AID 1439; in the data active = binding response below about 49% or above about 150%; inconclusive = no clear call, values can overlap the other calls; inactive = in between;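 note: fluorescent Galphao held in activated GDP-AlF4 state binding bead-coupled RGS7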
Bim-Bcl-W: human Bim-Bcl-W interaction inhibition | Q92843 | bead-based flow cytometry, Bim peptide-Bcl-W binding | inhibition, % at 10 µM | actives 0.02% (n = 190,000) | AID 952;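 note: 0% = bound tracer without compound and 100% = peptide blocker; higher means less fluorescent Bim peptide bound to Bcl-W beads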
Target sequence (Q92843 whole entry, looked up): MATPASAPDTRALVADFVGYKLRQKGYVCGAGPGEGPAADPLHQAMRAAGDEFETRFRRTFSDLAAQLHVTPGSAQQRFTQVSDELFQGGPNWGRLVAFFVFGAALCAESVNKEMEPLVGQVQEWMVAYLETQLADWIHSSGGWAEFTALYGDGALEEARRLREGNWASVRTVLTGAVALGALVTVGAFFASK
Bim-Bfl-1: human Bim-Bfl-1 interaction inhibition | Bead-based flow cytometry, Bim-Bfl-1 binding inhibition | inhibition, % at 10 µM | actives 0.12% (n = 190,000) | AID 1008;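 note: 0% = wells without compound plus tracer and 100% = blocker peptide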
Bcl-B Bim block: inhibitors of Bim-Bcl-B interaction, human; inhibition, % at 10 µM; AID 951; actives 0.073% (n = 190,000); Q9HD36; bead-based flow cytometry, Bim peptide-Bcl-B binding;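 note: 0% = tracer peptide without compound and 100% = reference inhibitor peptide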
Bim-Bcl-XL: disrupts Bim peptide binding to human Bcl-XL. Q07817. bead flow cytometry, fluorescence. inhibition, % at 10 µM. actives 0.04% (n = 190,000). AID 1007
Avidin fluor: avidin bead compound fluorescence profile; Avidin beads, compound fluorescence 488/530 nm, flow cytometry; stronger effect = higher value; fluorescence (KMESF) at 10 µM; actives 0.38% (n = 220,000); AID 1775; in the data active = fluorescence above about 47; note: inactives centre near 10
GSH fluor: compound fluoresces at 488/530 nm on GSH beads. GSH beads flow cytometry, compound fluorescence 488/530 nm; stronger effect = higher value. fluorescence (KMESF) at 10 µM. actives 0.25% (n = 190,000). AID 1776; in the data active = fluorescence above about 89;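 note: glutathione beads carrying GST-tagged Bcl family fusion proteins plus one bare bead set; values are compound well signal with DMSO vehicle wells as background; inactives centre near 16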
Bim-Bcl-2: inhibitors of Bim-Bcl-2 interaction, human | actives 0.06% (n = 190,000) | inhibition, % at 10 µM | P10415 | AID 950 | Bead-based flow cytometry, Bim peptide-Bcl-2 binding; in the data active = inhibition above about 40%; inconclusive = no clear call, values can overlap the other calls;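 note: 0% = no compound wells with probe peptide and 100% = reference peptide inhibitor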
ABCG2 inh: blocks JC-1 efflux by human ABCG2 transporter. Q9UNQ0. IgMXP3 cells, flow cytometry. inhibition, % at 6.6 µM. actives 0.1% (n = 190,000);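 active = inhibition above 80%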;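 note: 0% = DMSO and 100% = nicardipine control wells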
Target sequence (Q9UNQ0 whole entry, looked up): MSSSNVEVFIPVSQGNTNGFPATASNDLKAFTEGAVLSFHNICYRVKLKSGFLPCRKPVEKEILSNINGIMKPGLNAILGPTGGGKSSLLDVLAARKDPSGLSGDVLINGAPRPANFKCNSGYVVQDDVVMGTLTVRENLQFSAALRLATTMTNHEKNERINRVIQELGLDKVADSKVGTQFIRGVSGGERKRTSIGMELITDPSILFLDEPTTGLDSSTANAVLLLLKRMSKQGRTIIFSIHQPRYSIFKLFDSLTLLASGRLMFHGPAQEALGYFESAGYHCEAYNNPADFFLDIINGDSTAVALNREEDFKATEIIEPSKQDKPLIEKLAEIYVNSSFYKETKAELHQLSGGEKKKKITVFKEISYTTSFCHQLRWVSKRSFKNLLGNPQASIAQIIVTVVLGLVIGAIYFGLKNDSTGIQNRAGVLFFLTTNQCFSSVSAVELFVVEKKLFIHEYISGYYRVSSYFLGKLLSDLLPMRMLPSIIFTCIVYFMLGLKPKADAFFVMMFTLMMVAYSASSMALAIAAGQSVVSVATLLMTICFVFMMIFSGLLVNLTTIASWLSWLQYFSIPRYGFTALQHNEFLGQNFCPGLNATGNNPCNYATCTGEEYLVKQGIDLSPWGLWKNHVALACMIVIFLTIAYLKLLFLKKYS
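test system = two drug-resistant human cell lines, ABCG2 and ABCB1 | amount = 3 million cells/mL final, two lines in 1:1 ratio | reagent = JC-1 transporter substrate | doses = one concentration, 6.6 µM final | incubation = 10 min at 25 °C | signal = flow cytometric JC-1 green MFI at 530 nm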
Numbers without * were called inactive; u = inconclusive. Cut-off read from the data, not from the text of the source, unless noted: active = inhibition above about 40%.

The line under a structure holds: ABCB1 inh, RGS4-Gao reg, RGS7-Gao reg, Bim-Bcl-W, Bim-Bfl-1, Bcl-B Bim block, Bim-Bcl-XL, Avidin fluor, GSH fluor, Bim-Bcl-2, ABCG2 inh
> O=C(Nn1cnc2ccccc2c1=O)c1ccc(F)cc1Cl
→ 0.7, 98, 101, 1, -15, -9, -2, 10, 32, -10, 3
> CN(C)[C@@H]1CCC[C@H]1OC(=O)C(c1ccccc1)c1ccccc1
→ 0.6, 112, 110, 6, 15, 4, 12, 11, 14, 3, 0
> N/C(=N\OC(=O)c1cccc(Cl)c1)c1ccncc1
→ 0.9, 103, 102, 0, -5, 0, 0, 14, 10, -4, 9
> CN(C)c1ccc(NS(=O)(=O)c2ccc(Cl)cc2)cc1
→ -1.3, 103, 102, 3, 2, 4, 2, 6, 8, 5, -9
> CCOC(=O)c1nn(-c2ccccc2C)c2nc(-c3ccc(Cl)cc3)c(C#N)c(=O)n12
→ 0.5, 81, 86, 1, -12, -6, 0, 5, 14, -5, 2
> Cn1c(NC(=O)c2ccco2)c(-c2ccc(Cl)cc2)c(=O)c2ccccc21
→ 2.3, 103, 98, -1, -12, -6, -2, 3, 15, -6, 7
> N#Cc1ccc(OCCN2C(=O)NC3(CCSC3)C2=O)cc1 (stereo unspecified)
→ 0.6, 101, 96, -1, 0, -1, 0, 14, 23, 0, 0
> O=C(CSc1nnc(-c2ccccc2)n1Cc1ccccc1)NNC(=O)c1ccccc1O
→ 0.5, 100, 96, 1, 3, 5, -2, 4, 8, 3, 1
> Cc1ccc(C(NC(=O)N2CCOCC2)C(Cl)Cl)cc1F (stereo unspecified)
→ -1.3, 97, 100, -8, -12, -9, -9, 16, 16, -7, -10
> c1ccc(-c2noc(-c3cccnc3)n2)nc1
→ -2.0, 104, 105, 1, 2, 0, 1, 11, 21, 9, -2
> CCCc1nc2cc(CC(=O)OC)ccc2o1
→ 0.0, 102, 103, -1, -10, -6, -3, 4, 25, -2, 0
> Cc1cc(NC(=O)CSc2nnc(C3CC3)n2C)no1
→ 0.0, 97, 101, -5, -14, -8, -6, 26, 22, -5, -1
> CCCCC(=O)NC(c1cccc([N+](=O)[O-])c1)c1c(OC(C)=O)ccc2ccccc12 (stereo unspecified)
→ 1.1, 99, 98, -4, -6, -5, -10, 20, 23, 10, 2
> COc1ccc(CNc2ccc3cn[nH]c3c2)c(OC)c1OC
→ 0.2, 105, 98, 5, 5, 1, 0, 13, 9, 0, 3
> Nc1ccc(S(=O)(=O)NNC(=O)C(=O)NNc2ccccc2)cc1
→ 0.0, 102, 100, -1, -2, -1, -4, 11, 11, 0, 4
> O=C(NC(=S)Nc1cccc2[nH]ncc12)c1ccccc1
→ 0.7, 100, 106, 0, 0, -1, 0, 10, 20, 3, 10
> Cc1ccc(C)c(-c2csc(N)c2C(=O)OC(C)C)c1
→ 0.3, 97, 96, 1, -7, -10, -2, 8, 49, -7, 0
> O=C(COc1ccccc1)NCc1ccccc1
→ 0.8, 105, 104, 1, 0, 0, -1, 14, 15, 0, 5
> CCN(CC)C(=O)N1CCN(C(=O)c2ccc(C)cn2)CC1
→ 0.1, 100, 101, 3, -10, -4, 1, 13, 11, -6, 4
> CCC(=O)NC(=S)Nc1ccc(NC(=O)c2ccc(C)c([N+](=O)[O-])c2)cc1
→ -0.4, 98, 95, 5, 12, 4, 7, 13, 7, 15, 0

Pulled by structure from the list above (two):
The line under a structure holds: ABCB1 inh, RGS4-Gao reg, RGS7-Gao reg, Bim-Bcl-W, Bim-Bfl-1, Bcl-B Bim block, Bim-Bcl-XL, Avidin fluor, GSH fluor, Bim-Bcl-2, ABCG2 inh
> O=C(CSc1nnc(-c2ccccc2)n1Cc1ccccc1)NNC(=O)c1ccccc1O
→ 0.5, 100, 96, 1, 3, 5, -2, 4, 8, 3, 1
> COc1ccc(CNc2ccc3cn[nH]c3c2)c(OC)c1OC
→ 0.2, 105, 98, 5, 5, 1, 0, 13, 9, 0, 3

Additional entries.
The line under a structure holds: ABCB1 inh, RGS4-Gao reg, RGS7-Gao reg, Bim-Bcl-W, Bim-Bfl-1, Bcl-B Bim block, Bim-Bcl-XL, Avidin fluor, GSH fluor, Bim-Bcl-2, ABCG2 inh
> O=C1NC(c2ccccc2)C(C(=O)c2cccs2)=C1O (stereo unspecified)
→ 0.7, 99, 103, 4, -12, -9, -6, 10, 71, -9, 2
> O=C(Nc1ccccc1)N1CCC(c2ccccc2)C1 (stereo unspecified)
→ 0.7, 101, 101, -5, -21, -10, -12, 27, 23, -16, 27
> O=C(c1cccc(C(F)(F)F)c1)N1CCN(C2CCCCC2)CC1
→ 0.4, 101, 96, -1, -11, -7, -10, 5, 29, -7, 1
> O=C(O)C1Cc2ccccc2CN1C(=O)c1ccccc1 (stereo unspecified)
→ 0.0, 103, 102, 5, 5, 1, 2, 10, 11, 6, 0
> Cc1ccc(Nc2nnc(SCC(=O)Nc3ccc(S(=O)(=O)N4CCOCC4)cc3)s2)cc1
→ -0.3, 101, 102, -1, -3, -3, -2, 36, 10, -2, 3
> CN(C)C(=O)c1cc2cc(Br)ccc2s1
→ -0.4, 97, u, 0, -7, -3, 0, 9, 17, -2, 2
> CC(=O)Nc1ccc(C(=O)N/C(=C/c2ccccc2)C(=O)Nc2cccc(C(=O)O)c2)cc1
→ -0.2, 105, 105, 2, -2, -1, 1, 12, 22, 1, 0
> CCc1nnc(NC(=O)C2(C)COC(c3ccccc3)OC2)s1 (stereo unspecified)
→ 0.6, 99, u, 0, -3, -3, 2, 9, 16, 0, 2
> O=C(CSc1nnc(-c2ccccc2O)o1)Oc1ccc(OCc2ccccc2)cc1
→ -0.3, 102, 104, 0, 3, 1, 2, 12, 19, 1, -1
> O=C(CSCc1ccccc1)Nc1cccc(C(=O)Nc2ccc(C(=O)O)cc2)c1
→ -0.2, 102, 117, -1, 1, 1, 3, 53*, 19, -1, 0
> O=C(Nc1cccc2ccccc12)c1nn(C23CC4CC(CC(C4)C2)C3)cc1[N+](=O)[O-]
→ 0.5, 99, 102, -5, -7, -4, -3, 11, 76, -4, 3
> O=C(NCc1ccco1)C1CCN(S(=O)(=O)N2CCOCC2)CC1
→ 0.5, 104, 101, -2, 0, -1, -3, 9, 16, -1, 1
> CC(C(=O)N1CCc2ccccc21)N1CCc2ccccc2C1 (stereo unspecified)
→ 0.4, 100, 101, -6, 0, -5, -4, 8, 66, -2, 9
> COCCNC(=S)NNC(=O)c1ccco1
→ 0.0, 101, 106, -1, -10, -14, -4, 6, 62, -9, 0
> Cc1cc(NC(=O)CSc2cn(CCNC(=O)c3ccc(Cl)cc3)c3ccccc23)no1
→ -1.7, 96, 95, 0, -11, -7, -7, 8, 23, -15, 3
> CC(C)CC(C(=O)N1CCOCC1)N1Cc2ccccc2C1=O (stereo unspecified)
→ 0.3, 101, 100, -1, -8, 0, -1, 9, 13, -3, 3
> CCc1[nH]nc2c1C(c1ccc(C)o1)C(C#N)=C(N)O2 (stereo unspecified)
→ 0.8, 99, 103, 2, -3, -1, 0, 11, 11, 1, 15
> CCOc1cc(C#N)c(NC(=O)c2cccnc2Cl)cc1OCC
→ 0.2, 103, 101, 3, -14, -3, -1, 8, 14, -1, 2
> CN(C(=O)CSc1nnnn1-c1ccccc1)C1CCCCC1
→ -0.8, 96, 97, 0, -3, 0, -2, 13, 21, -3, 3
> CCc1ccc(C(=O)/C=C/Nc2ccc(S(=O)(=O)Nc3onc(C)c3C)cc2)cc1
→ -0.1, 102, 99, -6, -10, -6, -4, 16, 10, -7, 4
> CCOC(=O)c1c(NC(=O)c2ccc(N3C(=O)[C@@H]4[C@H](C3=O)[C@H]3C=C[C@@H]4C3)cc2)sc2c1CC(C)CC2 (stereo partly specified)
→ -1.7, 100, 101, -3, -1, -7, -4, 4, 9, 2, -5
> COc1cccc(CN2CCNC(=O)C2CC(=O)N2CCOc3ccccc3C2)c1OC (stereo unspecified)
→ 0.1, 100, 97, 4, -3, -3, 1, 11, 11, 0, 13
> CCc1ccc(OCc2nnc(SCC(=O)NCc3ccco3)o2)cc1
→ 0.3, 102, 101, 5, -9, -5, -2, 6, 49, -7, 1
> CCn1c(C(C)NC(=O)Cc2ccccc2)nc2ccccc21 (stereo unspecified)
→ -0.1, 117, 113, -5, -5, -5, -5, 11, 17, -2, -2
> CC(CNC(=O)C1CCCCC1C(=O)O)c1ccccc1 (stereo unspecified)
→ 0.0, 99, 103, 0, -6, -3, -10, 5, 64, -4, 0
> Cn1c(-c2cccs2)nc2ccccc21
→ 0.0, 100, 104, -2, -1, -3, 0, 5, 22, -3, 3
> CCOc1nc(Nc2ccc([N+](=O)[O-])cc2)nc(NC(C)(C)C)n1
→ 0.3, 100, 101, -3, 0, -7, -6, 13, 5, 0, 3
> CCOC(=O)CSc1nnc(-c2ccccc2NC(=O)c2ccccc2)o1
→ 1.5, 103, 103, -2, -11, -13, -10, 16, 34, -9, 16
> CCc1ccc(N2C(=O)c3cc(N4CCOCC4)c([N+](=O)[O-])cc3C2=O)cc1
→ 0.3, 99, 101, -4, -15, -7, -5, 10, 13, -13, 5
> CC1CN(C(=O)N2c3ccccc3Sc3ccccc32)CC(C)O1 (stereo unspecified)
→ 0.6, 103, 102, 0, 0, -3, -5, 6, 10, -1, 14
> CCOC(=O)CNC(=O)CSc1ncnc2c1cnn2-c1ccc(C)cc1
→ 0.5, 89, 93, 0, 2, -1, 0, 15, 9, 2, 3
> Cc1ccc2cccc(S(=O)(=O)N3CCN(c4cccc(Cl)c4)CC3)c2n1
→ 1.7, 100, 101, -2, -2, 0, 0, 7, 21, -1, 4
> CC(C)Oc1cccc(-c2cc(C(=O)NC(=S)N(C)c3ccccc3C(=O)O)c3ccccc3n2)c1
→ 0.4, 102, 105, -5, -6, -25, -9, 15, 12, -5, 2
> CCOC(=O)C1(Cc2ccc(Cl)cc2)CCN(Cc2nccn2CC)CC1
→ 1.0, 99, 98, -4, -7, -3, -4, 3, 10, -7, 0
> O=C(Nc1ccccc1)OCc1cnc(Cl)s1
→ 0.4, 101, 90, -1, -4, -1, -2, 11, 13, 0, 10
> CCOc1ccc(Nc2oc(-c3ccccc3Cl)nc2C#N)cc1
→ 0.0, 100, 99, -2, -8, 3, 0, 8, 3, 5, 0
> C(=N/N1CCN(c2ccccc2)CC1)/c1cccs1
→ 0.7, 101, 101, 2, -11, -1, -2, 34, 23, -5, 3
